KDM5B inh: Primary screen for KDM5B Histone Demethylases FDH-coupled qHTS. Lysine-specific demethylase 5B (Homo sapiens), Q9UGL1. KDM5B demethylase, FDH-coupled NADH fluorescence (FDH is formaldehyde dehydrogenase). Potency, µM (doses to about 57.7 µM), inactives show top-dose activity change, negative = inhibition, usual class: inhibitors. actives 2.6% (n = 220,000). AID 1347165, 2019; active = well fitted inhibition curve with a large enough effect; inconclusive = small, poorly fitted or top-dose-only effect; inactive = no such curve, though single readings can be large or run the other way; note: 0% is about no effect; nearly all actives have a fitted effect of over 70% in size
Target sequence (Q9UGL1 whole entry, looked up): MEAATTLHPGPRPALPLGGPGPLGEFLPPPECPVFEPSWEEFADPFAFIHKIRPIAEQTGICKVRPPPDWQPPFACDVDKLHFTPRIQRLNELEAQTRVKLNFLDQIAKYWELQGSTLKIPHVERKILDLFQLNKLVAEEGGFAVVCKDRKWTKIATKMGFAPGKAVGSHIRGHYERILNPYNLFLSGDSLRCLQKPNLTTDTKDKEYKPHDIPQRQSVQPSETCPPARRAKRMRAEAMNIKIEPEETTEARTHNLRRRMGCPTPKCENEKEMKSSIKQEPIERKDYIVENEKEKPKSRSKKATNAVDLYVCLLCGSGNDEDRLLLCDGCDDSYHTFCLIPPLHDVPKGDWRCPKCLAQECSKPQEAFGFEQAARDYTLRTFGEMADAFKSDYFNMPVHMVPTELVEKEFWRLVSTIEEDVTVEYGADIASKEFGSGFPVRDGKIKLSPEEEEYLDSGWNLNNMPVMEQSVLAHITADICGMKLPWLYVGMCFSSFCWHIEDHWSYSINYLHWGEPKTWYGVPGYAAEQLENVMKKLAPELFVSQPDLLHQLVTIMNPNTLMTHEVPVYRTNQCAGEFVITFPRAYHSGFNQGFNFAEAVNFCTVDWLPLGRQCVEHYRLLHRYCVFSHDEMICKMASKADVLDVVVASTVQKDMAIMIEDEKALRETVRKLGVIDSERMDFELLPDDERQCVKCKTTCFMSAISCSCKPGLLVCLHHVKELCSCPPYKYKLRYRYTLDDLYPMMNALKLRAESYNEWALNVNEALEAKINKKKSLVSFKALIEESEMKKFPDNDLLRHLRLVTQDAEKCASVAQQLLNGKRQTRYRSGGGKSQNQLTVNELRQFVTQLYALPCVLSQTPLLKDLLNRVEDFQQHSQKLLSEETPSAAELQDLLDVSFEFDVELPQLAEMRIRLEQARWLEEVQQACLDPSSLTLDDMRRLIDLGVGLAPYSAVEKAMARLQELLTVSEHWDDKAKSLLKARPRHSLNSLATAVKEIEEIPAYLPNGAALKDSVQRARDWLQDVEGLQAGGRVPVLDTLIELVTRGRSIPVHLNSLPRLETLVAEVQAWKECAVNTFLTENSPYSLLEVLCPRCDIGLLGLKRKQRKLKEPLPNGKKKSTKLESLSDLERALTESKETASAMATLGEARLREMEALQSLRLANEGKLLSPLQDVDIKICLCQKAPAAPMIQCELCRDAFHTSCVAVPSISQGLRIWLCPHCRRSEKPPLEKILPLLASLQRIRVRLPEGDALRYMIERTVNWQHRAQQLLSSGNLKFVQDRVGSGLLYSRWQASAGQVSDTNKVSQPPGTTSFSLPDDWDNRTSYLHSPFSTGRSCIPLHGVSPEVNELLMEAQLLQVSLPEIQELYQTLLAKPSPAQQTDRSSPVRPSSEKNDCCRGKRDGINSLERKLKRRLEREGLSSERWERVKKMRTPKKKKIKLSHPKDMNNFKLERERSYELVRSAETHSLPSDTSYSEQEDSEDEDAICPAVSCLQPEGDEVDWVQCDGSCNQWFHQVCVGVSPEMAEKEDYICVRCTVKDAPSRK
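qHTS format, multiple compound concentrations. Buffer 50 mM HEPES pH 7.5/0.01% Tween-20; 200 nM KDM5BΔAP final; 10 min compound preincubation; substrate-mix levels 12.5 µM peptide, 25 µM α-KG, 0.25 mM NAD⁺; 30 min RT; ΔRFU.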
Active calls of the source: *; i = inactive; ? = inconclusive; [ ] = dose if it differs, or a comment. Potency is the fitted concentration of half-maximal effect. Only part of the results is shown (hit frequency here may not be typical).

KDM5B inh	smiles
-9%	COc1ccc(-n2nc(C(=O)Nc3ccc(C)cn3)c3c4ccccc4n(C)c3c2=O)cc1Cl
-13%	CCCCNC(=O)c1sc2ncccc2c1-n1cccc1
-7%	COc1cc(NC(=O)C(NC(=O)C2CCC(C)CC2)C(C)C)cc(OC)c1OC (stereo unspecified)
18%	CCCNC(=O)CSc1nnc(C(=O)Nc2ccccc2)s1
-22%	Cc1onc(C(=O)N2CCCC(Cc3nncn3Cc3ccccc3)C2)c1Cn1cc(Cl)cn1 (stereo unspecified)
-14%	CCN(CC)CC(C)OC(=O)c1ccccc1F (stereo unspecified)
-29%	Fc1cc(F)c2ncc3c(-c4ccccc4)nn(-c4cccc(Cl)c4)c3c2c1
-10%	COC(=O)C1=C(CN2CCN(c3ccccn3)CC2)NC(=O)NC1c1cccc(OC)c1 (stereo unspecified)
15%	Cc1ccc(NC(=O)c2ccc(=O)n(CCOc3ccccc3)n2)cc1F
-11%	COc1cc(OC)c(NC(=O)CN2CCCN(Cc3ccccc3C)S2(=O)=O)cc1Cl
-3%	Cc1nc2ccc(S(=O)(=O)N(C)CC(=O)Nc3ccc(Br)c(C)c3)cc2s1
12%	Oc1[nH]c2ccccc2c1N=Nc1cccc(Cl)c1
?	N#Cc1nc(/C=C/c2cccs2)oc1NC1CC1
-15%	CCc1cccc2c(C(CC(=O)NCC(C)C)c3ccccc3OC)c[nH]c12 (stereo unspecified)
6%	Cc1c(Cl)cccc1NC(=O)CCC(=O)NNC(=O)C1CCCCC1
-5%	O=C(CNC(=O)c1cc(=O)[nH]c2ccc(S(=O)(=O)N3CCOCC3)cc12)Nc1ccc(F)c(F)c1
?	O=C(CCc1ccccc1)N1CCc2nc3cc(-c4ccccc4)[nH]n3c(=O)c2C1
21%	COC(=O)c1cc(CN)cs1
-14%	O=C(NCCN1CCCCC1)C1CCN(c2cnn(CC3CC3)c(=O)c2)C1 (stereo unspecified)
-10%	CCNC(=O)N1C[C@H]2OC(=O)N(Cc3ccc(OC)c(OC)c3)[C@H]2C1
10%[86.2 µM]	COc1ccc(C(=O)N2CC(Oc3ccc(F)cc3C)C2)cc1
18%	CCc1ccc(-c2cc3c(=O)[nH]nc(SCC(=O)NC4CCCC4)n3n2)cc1
-45%	Cc1ccc(NC(=O)CSc2nc(=O)n(CCCN(C)C)c3c2CCC3)cc1F
1%	Cc1ccnc2nc(C(=O)OCC(=O)Nc3ccc4c(c3)OCCO4)nn12
16%	O=C1CCSc2ccc(C(=O)NOC3CCCCO3)cc2N1 (stereo unspecified)
?	Cc1ccc(S(=O)(=O)c2nc(-c3ccco3)oc2SCC(C)C)cc1
9%	O=C(Cn1cccc1-c1nc(-c2ccc(F)cc2)no1)Nc1cccc(Cl)c1
-6%	COCCn1c(SCc2ccccc2Cl)nc2c1c(=O)[nH]c(=O)n2C
?	COc1cc(C(=O)Nc2nnc(S(=O)(=O)N(C)c3ccccc3)s2)cc(OC)c1OC
-5%	O=C(c1ncc[nH]1)c1ccccc1Cl
1%	CCc1ccc(C(C(=O)NC2CCCCC2)N(C(=O)c2cnccn2)c2cccs2)cc1 (stereo unspecified)
17%	CCN(CC)C(=O)CSc1nc2c(sc(=S)n2-c2ccccc2)c(=O)n1-c1ccc(OC)c(OC)c1
-10%	Cc1ccc(CNC(=O)N2CCCCCCNC(=O)[C@@H]3C[C@@H](C(=O)NCCc4cnc[nH]4)C[C@@H]32)cc1
-22%	CCc1cc2c(SCC(=O)c3ccc(NC(C)=O)cc3)ncnc2s1
-4%	CN1C[C@@H](N)C[C@H]1C(=O)N1CCC2(CC1)Nc1ccccc1NC2=O
10%	Cc1ccsc1CN(CC1CCCO1)C(=O)COc1ccccc1 (stereo unspecified)
-12%	Cc1cc(C)cc(C(=O)NCC(=O)N(C)Cc2c(C)nn(-c3ccccc3)c2C)c1
?	O=C(Cc1ccc(Cl)cc1)N1CCC2(CC1)NC(=O)N(c1ccc(F)cc1)N2
2%	CCN(CC)C(=O)c1csc(N2CCN(c3cccc(Cl)c3)CC2)n1
?	CCOc1ccccc1CN1CCC2(CCN(C(=O)NC3CCCC3)CC2)Oc2ccccc21
-5%	Cc1nc(-c2ccc(F)cc2)n(Cc2ccc(F)c(F)c2)c(=O)c1CCO
14%	CCc1nnc(NC(=O)c2ccc(S(=O)(=O)N3CCCC(C)C3)cc2)s1 (stereo unspecified)
-15%	Cn1cnnc1CC1CCN(C(=O)c2cccs2)CC1
?	COc1cc(OC)c(NC(=O)c2cnn(-c3ccccc3)c2-n2cccc2)cc1Cl
13%	CC(Oc1ccc(F)cc1)C(=O)N1CCC(c2nc3ccccc3o2)CC1 (stereo unspecified)

Overlap with the part before: 3 compounds; new compounds follow.
KDM5B inh	smiles
-15%	Cn1cnnc1CC1CCN(C(=O)c2cccs2)CC1
?	COc1cc(OC)c(NC(=O)c2cnn(-c3ccccc3)c2-n2cccc2)cc1Cl
13%	CC(Oc1ccc(F)cc1)C(=O)N1CCC(c2nc3ccccc3o2)CC1 (stereo unspecified)
-9%	COc1ccc(CC(=O)NC2CC(=O)N(c3cccc(F)c3)C2)cc1 (stereo unspecified)
4%	Cc1cccc(C2CCCN2C(=O)Nc2ccc(C)c(C)c2)c1 (stereo unspecified)
0%	O=C(O)COc1ccc(-c2ccccc2)cc1Cl
11%	COc1cccc(C(=O)N2CCC3(CC2)Cc2ccccc2NC3=O)c1
2%	COc1cc(/C=N/O)ccc1OCc1c(Cl)cccc1Cl
-9%	COCCNC(=O)N1CCCC(c2noc(COc3ccccc3)n2)C1 (stereo unspecified)
5%	Cc1sc2cc(C(=O)N3CCCC3)[nH]c2c1CN1CCCCC1
2%	CCOC(=O)c1cnc2c(C)cc(Cl)cc2c1NCCc1ccc(OC)c(OC)c1
36%	CN(Cc1ccccc1F)C(=O)CN1CCN(S(=O)(=O)c2ccc3c(c2)OCCCO3)CC1
2%	CCCC(=O)N1C[C@@H](CO)[C@H](c2nc(-c3ccncc3)no2)C1
12%	CCC(C)(C)C(=O)Nc1nc2c(s1)C(=O)CC(C)(C)C2
22%	O=C(NCCc1ccccc1)OCc1cn(Cc2ccccc2C(F)(F)F)nn1
20%[149 µM]	COc1ccc(C(=O)N2CC3(C2)C(=O)Nc2ccccc23)cc1
8%	Cc1ccc(CN(C)C(=O)NCc2ccc(S(=O)(=O)N3CCCCC3)cc2)cc1
-21%	Cc1cc(C)c(S(=O)(=O)NCCS(=O)(=O)N2CCN(c3ccccc3)CC2)c(C)c1
12%	CCN1C(=O)C2CC3(CCN(S(=O)(=O)N(C)C)CC3)CN2C1=O (stereo unspecified)
-22%	O=C(NC(=S)NN1CCCCC1c1cccnc1)c1ccc(Cl)cc1Cl (stereo unspecified)
0%[115 µM]	CCCCN1C(=O)[C@@H]2C[C@@H](O)CN2C2(CN(C)C2)C1=O
16%	O=C(/C=C/NCc1ccccc1)C(F)(F)F
i	CCc1ccc(CNCc2c(C(=O)O)n(Cc3cccc(F)c3)c3cc(OC)ccc23)cc1
6%[11.5 µM]	CCSc1nnc(NC(=O)c2cc(=O)c3cc(C)ccc3o2)s1
13%	Cc1nc(SCC(=O)Nc2ccccc2)oc1C
56µM*	CCNc1ncnc2c1CN(C1CCNCC1)C(=O)CN2C
14%	COc1ccc(C(=O)OCC(=O)c2ccc3c(c2)OCCO3)cc1
4%	CCN(CC)CCNC(=O)c1ccc(NC(=O)Nc2cccc3ccccc23)cc1
25µM*	O=C([C@@H]1C[C@H](Oc2ccccc2)CN1C(=O)c1cc2ccccc2[nH]1)N1CCCC1
-15%	O=C(Nc1ccc(Cl)cc1C(F)(F)F)C(c1ccccc1)c1ccccc1
-16%	CN(C)C[C@@H]1CN(Cc2cccnc2)C[C@H]1NC(=O)c1ccc(F)c(Cl)c1
15%	O=C(CCc1ncc(-c2ccc(Cl)cc2)o1)Nc1ccccc1
-11%	COc1ccc2sc(N(CCN(C)C)C(=O)c3cc(Cl)sc3Cl)nc2c1

3 compounds out of the list above, arranged by the number in KDM5B inh, falling:
KDM5B inh	smiles
-5%	Cc1nc(-c2ccc(F)cc2)n(Cc2ccc(F)c(F)c2)c(=O)c1CCO
-10%	CCNC(=O)N1C[C@H]2OC(=O)N(Cc3ccc(OC)c(OC)c3)[C@H]2C1
-13%	CCCCNC(=O)c1sc2ncccc2c1-n1cccc1

Next records follow.
KDM5B inh	smiles
-18%	CCc1ccc(NC(=O)COc2ncnc3ccccc23)cc1
-19%	COc1ccc(C(=O)N2CCC3(CC2)CC(c2ccccc2)=NO3)cc1
?	Cc1cc(OCC(=O)Nc2ccc(CCO)cc2)c2c(C)cc(=O)oc2c1
79µM*	Cn1ncc2c(C(=O)NCc3cccnc3)cc(-c3ccc(Cl)cc3Cl)nc21
-20%	Cc1ccc(S(=O)(=O)N2CCCc3cc(NC(=O)c4ccc(F)c(F)c4)ccc32)cc1
32µM*	NC(=O)C1CCN(c2cc(-c3noc([C@@H]4CCCN4Cc4ccc(Cl)cc4)n3)ccn2)CC1
-12%	CCCCn1nc(C(=O)Nc2ccc(OC)c(Cl)c2)c2ccccc2c1=O
-27%	CCN(CC)c1cc2c(cc1F)c(=O)c(S(=O)(=O)c1ccc(C)cc1)cn2Cc1ccc(F)cc1
10%	CCN1C(=O)Cc2cc(C(=O)NCc3ccc4c(c3)OCO4)ccc21
21%	CC1=C(C(=O)OC(C)C)C(c2ccc(C(F)(F)F)cc2)NC(=O)N1 (stereo unspecified)
-25%	CN(C)c1ccc(CN[C@H]2C[C@H]3C(=O)NC[C@@H](CCC(=O)Nc4ccccc4)N3C2)cc1
?	COc1ccc(C(=O)N2C[C@@H](Oc3cccnc3)C[C@H]2C(=O)N2CCCC2)cn1
-2%	COc1cccc2cc(C(=O)NC3CC(C)(C)NC(C)(C)C3)c(=O)oc12
3%	Cn1c(-n2cccc2)c(-c2c(-c3cccc4ccccc34)[nH]c3c2c(=O)[nH]c(=O)n3C)c(=O)[nH]c1=O
-8%	COc1ccc(CN(C)C(C)C(=O)N(C)CC(=O)Nc2ccc(C)cc2)cc1F (stereo unspecified)
18%	COCCN1CCC(N2CCN(C(=O)C3CCCCC3)CC2)C1=O (stereo unspecified)
35µM*	COc1ncc(-c2cccc(COc3ccc4c(cnn4CC[S+](C)(=O)[O-])c3)c2)cn1
?	CN1CCC(C(=O)N2Cc3ccccc3CC3(CCN(Cc4ccncc4)C3)C2)CC1 (stereo unspecified)
-5%	CSCCC(=O)N1CCCC(CCc2ccccc2F)C1 (stereo unspecified)
-37%	COc1ccc2cc(COC(=O)C3CCN(S(=O)(=O)c4ccccc4F)CC3)ccc2c1
10%	CC(C)(C)N=C1NN=C(c2ccc(Cl)cc2)CS1
-19%	CCNC(=S)NN1CCN(C)CC1
1%	CC(=O)Nc1ccc(NC(=O)CC(C)c2ccccc2)cc1 (stereo unspecified)
?	Cc1noc(C)c1-c1cc2cc(CO)oc2c(-c2ccccc2)n1
?	COc1ccc(-c2nc(C3CC(=O)N(c4ccc(OC)c(OC)c4)C3)no2)cc1F (stereo unspecified)
-6%	CCC(NC(C)=O)c1cccs1 (stereo unspecified)
-29%	COc1ccc(-c2cc(N3CCN(C(=O)Cc4ccc(F)cc4)CC3)n[nH]2)cc1
-10%	Cc1ccnn1CC(=O)N1CCOc2c(O)cc(-c3cccc(Cl)c3)cc2C1
?	CC(CCc1ccccc1)NC(=O)C1(c2ccccc2)CCCC1 (stereo unspecified)
-19%	O=C1NC2(CCCCCCC2)NN1c1ccc(Br)cc1
3%	Cc1ccc(F)cc1S(=O)(=O)N1CCC(c2nc3ccccc3s2)CC1
-6%	Cn1cnc2c1c(=O)n(CCCn1nnc(-c3cccc(Cl)c3)n1)c(=O)n2C
1%	COc1ccc2cc(C(=O)N(C)C3CCc4nn(C)c(=O)n4CC3)[nH]c2c1 (stereo unspecified)
?	CCCN(C(=O)Cn1ncc2c([nH]c3ccc(C)cc32)c1=O)c1ccccc1C
-17%	O=C(CC(c1ccc(F)cc1)c1cn(Cc2ccccc2)c2ccc([N+](=O)[O-])cc12)N1CCOCC1 (stereo unspecified)
-8%	COc1ccc(CCNC(=O)c2cc(=O)c3ccccc3o2)cc1OC
24%	COc1cccc(CN[C@@H]2CCC[C@@H](C(=O)N(C)Cc3cccnc3)CC(=O)N(C)C2)c1
-4%	Cc1ccc(OCC(=O)Nc2nnc(S(=O)(=O)N3c4ccccc4CC3C)s2)cc1 (stereo unspecified)
-13%	CCN(CC)/C(C)=N/C(=S)Nc1ccccc1
6%	COc1ccc(OCc2nc(C3CN(C(=O)c4n[nH]c5ccccc45)C3)no2)cc1
14%	COc1ccccc1-c1noc(CSc2nc(C)c(C)n2C2CCCCC2)n1
-7%	O=C(CCc1conc1-c1ccccc1F)NCc1cccc(C(F)(F)F)c1
-5%	Cc1ccc(NC(=O)c2nn(-c3ccccc3)c(=O)c3ccccc23)c(F)c1
23%	CN(CC(=O)Nc1ccc(F)cc1)C(=O)Cn1nnc(-c2ccccc2)n1
?	Clc1ccccc1N1CCN(Cc2c[nH]c3ccccc23)CC1

Three compounds picked at random from those above, as already listed:
KDM5B inh	smiles
-3%	Cc1nc2ccc(S(=O)(=O)N(C)CC(=O)Nc3ccc(Br)c(C)c3)cc2s1
-5%	O=C(c1ncc[nH]1)c1ccccc1Cl
13%	CC(Oc1ccc(F)cc1)C(=O)N1CCC(c2nc3ccccc3o2)CC1 (stereo unspecified)

The listing continues.
KDM5B inh	smiles
5%	CCOc1cccc(CNCc2cccnc2)c1OCc1cccs1
25µM*	COc1ncccc1-c1cc2c(ccn2CC2CCN(C)CC2)c(N2CCOCC2)n1
17%[86.2 µM]	Cc1noc(C)c1C(=O)N[C@H]1[C@H](O)[C@H](O)C[C@@H]1c1cccnc1
-5%	Cc1nc(CNC(=O)c2cccc(S(=O)(=O)N3CCC[C@H]3CO)c2)no1
-11%	O=c1c(-c2cc(-c3ccc(Cl)cc3)nc3c2COc2ccccc2-3)coc2ccccc12
